ERAP1 HTS inh: blocks human ERAP1 aminopeptidase activity; Q9NZ08; recombinant ERAP1, Leu-AMC fluorescence, 60 min; inhibition, % at 10.7 µM; 0.15% of 340,000 active;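 active means mean replicate inhibition of at least 30%, or all replicates individually reaching that 30% level; inactive means mean below 30% and not every replicate reaching it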;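 further: 0% = neutral control wells and 100% = L-leucinethiol positive control wells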
RAD54 branch: RAD54 (human) branch migration inhibition; Q92698; RAD54 Holliday junction branch migration, FAM/BHQ fluorescence; inhibition, % at 10.4 µM; 0.14% of 360,000 active;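 active means mean normalized replicate activity at least 40 and at least half of replicates scoring 40 or more; inconclusive means only one of the two criteria met; inactive means mean below 40 and under half of replicates reaching 40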;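 further: 0% = median of neutral control wells and 100% = median of positive control wells; inhibitors cause a drop in the FAM fluorescence signal; in these data hits start at about 50%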
Target sequence (Q92698 whole entry, looked up): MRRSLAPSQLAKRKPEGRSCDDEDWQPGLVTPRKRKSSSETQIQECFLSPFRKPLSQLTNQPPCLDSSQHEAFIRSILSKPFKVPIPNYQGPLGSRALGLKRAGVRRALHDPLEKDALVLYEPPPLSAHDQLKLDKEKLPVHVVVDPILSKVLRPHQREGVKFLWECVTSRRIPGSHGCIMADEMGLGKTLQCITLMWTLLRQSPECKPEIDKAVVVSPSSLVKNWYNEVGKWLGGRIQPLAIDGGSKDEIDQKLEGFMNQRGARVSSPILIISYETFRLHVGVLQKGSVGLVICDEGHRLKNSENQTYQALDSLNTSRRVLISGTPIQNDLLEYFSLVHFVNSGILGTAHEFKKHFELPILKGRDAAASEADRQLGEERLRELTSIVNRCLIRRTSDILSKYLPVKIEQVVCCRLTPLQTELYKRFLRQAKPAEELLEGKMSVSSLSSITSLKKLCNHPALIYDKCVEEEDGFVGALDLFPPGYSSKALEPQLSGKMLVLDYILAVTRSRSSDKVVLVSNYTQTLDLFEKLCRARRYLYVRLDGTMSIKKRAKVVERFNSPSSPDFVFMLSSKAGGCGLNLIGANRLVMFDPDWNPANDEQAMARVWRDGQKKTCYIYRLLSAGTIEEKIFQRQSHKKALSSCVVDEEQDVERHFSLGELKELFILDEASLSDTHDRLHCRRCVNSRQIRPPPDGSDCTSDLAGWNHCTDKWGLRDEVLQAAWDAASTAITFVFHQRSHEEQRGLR
ARNT TACC3 PPI: ARNT/TACC3 interaction disruption; Q9Y6A5; AlphaScreen His-ARNT PAS-B/GST-TACC3 binding, luminescence; TACC3 fragment carries E629A point mutation; inhibition, % at 9.99 µM; 0.66% of 390,000 active;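 active means mean inhibition of replicates at least 50% and at least half of replicates each reaching 50%; inconclusive means half or more replicates reach 50% but mean below 50%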;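 further: 0% = complete ARNT plus TACC3 wells and 100% = ARNT alone without TACC3; many hits fall short of the cut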
RAD52 inh: inhibitors of human RAD52 DNA annealing; P43351; recombinant RAD52 DNA annealing, FRET fluorescence; inhibition, % at 18.7 µM; 0.46% of 360,000 active; AID 651710;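 active means every replicate showing at least 50% inhibition; inconclusive means mean inhibition at least 50% but not in every replicate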
Xi reactivation: X-chromosome reactivation activator | XiGFP mouse fibroblasts, % GFP-positive cells imaging, 3 d; cells co-treated with 5-aza-dC sensitizer; scaled so ellipticine positive control = 100% | activation, % at 7.58 µM | 0.055% of 360,000 active | AID 743238;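 active means mean normalized replicate activation at least 10% and every replicate at or above 10%; inconclusive means only one of the two criteria met; inactive means mean below 10% and not all replicates reach 10%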;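 further: 0% = median of on-plate neutral control wells and 100% = ellipticine 6 µM median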
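Material: XiGFP fibroblasts, SV40-immortalized; Buffer or medium: DMEM containing 5-aza-dC; Compound dosing: single point; Times: 3 days compound exposure.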
esBAF inh: inhibitors of esBAF chromatin remodeling in mouse ES cells | Bmi1-luciferase knock-in reporter, 24 h; 100% = twice the neutral-well signal | reporter increase, % at 12.5 µM | 2% of 350,000 active | AID 602393; in the data active means activation above about 40%; inconclusive means no clear call, values can overlap the other calls;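 further: 0% = median of the plate's neutral control wells and 100% = double that signal; a rise in the Bmi1 reporter signal indicates esBAF inhibition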
INS-1E GSIS act: GLuc luminescence reporter in INS-1E cells, primary screen for activators of glucose-dependent secretion of insulin; activation, % at 16.6 µM; 0.61% of 370,000 active; INS-1E GLuc reporter insulin secretion, 2-3 h; AID 743287;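 active means lowest replicate activation of at least 40%, so every replicate reaches that level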;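 further: 0% = median of neutral control wells and 100% = median of IBMX positive control wells; some compounds called inactive have numbers as strong as hits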
F508del corr: correctors of CFTR F508del function in bronchial epithelial cells. CFBE cells, YFP halide quenching; stimulated with forskolin plus potentiator P3; % fluorescence drop versus neutral controls. 0.36% of 350,000 active. activity (quench increase), % at 7.58 µM;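 active means mean added fluorescence quench of at least 8% versus neutral control, with both replicates also reaching 8%; inconclusive means only one of the mean or replicate conditions met; inactive means mean below 8% and not both replicates reaching 8%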;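 further: cells transiently co-express mutant CFTR-F508del with the halide-sensitive YFP; corrector assay measuring rescue of mutant channel to the surface after 24 h compound exposure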
The depositor's hits bear a star; ? = inconclusive; . = not tested or not shown; & = joins results of further samples.

SMILES | ERAP1 HTS inh | RAD54 branch | ARNT TACC3 PPI | RAD52 inh | Xi reactivation | esBAF inh | INS-1E GSIS act | F508del corr
CC(C)NC(=O)N(C)C[C@@H]1Oc2ncc(C#CC3CC3)cc2C(=O)N([C@H](C)CO)C[C@@H]1C | 0 | 9 | -5 | -3 | -0.5 | 1 | -3 | 1.7
O=c1c2[nH]cnc2n(-c2cccc(Br)c2)c(=O)n1Cc1ccccc1 | -1 | 0 | 11 | -8 | 0.0 | 0 | 44 | 0.7
COc1ccc(NC(=O)COC(=O)c2cc(Cl)ccc2O)cc1S(=O)(=O)N1CCCCC1 | -2 | -6 | -10 | -22 | 0.3 | -3 | . | -4.9
Cc1ccccc1-c1ccc([C@H]2[C@H]3CN(C(=O)Cc4ccccn4)CC(=O)N3[C@H]2CO)cc1 | -2 | . | . | -6 | 0.1 | . | 2 | 0.2
CC1(C(=O)NCc2cccc(C(F)(F)F)c2)CCN1Cc1cc2ccccc2o1 (stereo not given) | 1 | -1 | . | -12 | 0.0 | -3 | . | -4.0
CC(C)OC(=O)CC(=O)CSc1nc(-c2ccc(F)cc2)cc(-c2ccccc2)c1C#N | -5 | . | -4 | -21 | ? | . | 8 | 7.9
C=C(CCO)C1=CCN(S(=O)C(C)(C)C)[C@@H]1CCO (stereo not given in full) | -2 | 5 | -4 | -14 | -0.1 | -2 | 1 | -1.4
O=C(c1ccccc1F)N1CC[C@@H]2[C@@H](CO)Nc3ccc(C#Cc4ccccc4)cc3[C@@H]21 | 1 | -5 | -8 | 15 | 0.0 | 2 | 11 | -1.2
Cc1cccc(Cn2cc(SCC(=O)Nc3nccs3)c3ccccc32)c1 | -2 | -3 | -3 | -12 | -0.1 | 65* | . | 2.8
COc1cccc(-c2nc(CS(=O)(=O)CC(=O)NC3CCCCCC3)c(C)o2)c1 | -2 | -2 | 2 | -7 | 0.0 | 0 | -36 | -4.6
CCCSc1ccc([C@@H]2[C@@H]3C(=O)N(CC)C(=O)[C@@H]3[C@]3(C(=O)OC)CCCCN23)cc1OC | . | -2 | 0 | -79 | 0.1 | -3 | 9 | 1.7
Cc1ccc2[nH]cc(CCNC(=O)CN3C(=O)c4ccccc4C3=O)c2c1 | 0 | . | 6 | -25 | 0.1 | -4 | -3 | -4.8
C[C@@H]1CN([C@@H](C)CO)C(=O)Cc2cc(NC(=O)C3CCCCC3)ccc2O[C@H]1CN(C)C(=O)Nc1ccc(C(F)(F)F)cc1 | 2 | 1 | -2 | -1 | -0.1 | -3 | -38 | -1.0
O=C(NC(Cc1c[nH]c2ccccc12)C(=O)N/N=C/c1ccc(Cl)cc1)c1cccs1 (stereo not given) | 0 | . | -3 | -5 | 0.0 | . | -20 | 0.2
COc1ccccc1C(=O)NCCC(=O)N1CCN(S(=O)(=O)c2ccccc2C(F)(F)F)CC1 | -2 | 2 | -1 | 6 | 0.0 | 3 | 1 | 1.0
Cc1ccc(S(=O)(=O)Nc2cccc3c2O[C@@H](CN(C)C(=O)Nc2cccc4ccccc24)[C@@H](C)CN([C@@H](C)CO)C3=O)cc1 | . | . | . | . | -0.1 | 13 | -6 | -3.4
Cc1ccc(Nc2ccc(C(=O)O)cc2[N+](=O)[O-])cc1 | 2 | . | -2 | -11 | 0.0 | -2 | -6 | 1.7
O=C(CSc1nncn1-c1cccnc1)Nc1ccccc1C(F)(F)F | 5 | -7 | 0 | -14 | 0.2 | -3 | 7 | 0.1
CCN1CCCc2cc(CN(CCN3CCOCC3)C(=S)Nc3cc(F)cc(F)c3)ccc21 | . | 4 | 11 | -22 | . | -3 | -22 | -3.3
O=C(C[C@@H]1C=C[C@H](NC(=O)c2ccncc2)[C@@H](CO)O1)NCC1CCCCC1 | -1 | 0 | -2 | 6 | -0.2 | 5 | 6 | 1.1
Cc1ccc2nc(SC(C)C(=O)NC3CCCC3)[nH]c2c1 (stereo not given) | -1 | -4 | 2 | -2 | 0.1 | -1 | 18 | 4.1
COC(=O)[C@]12C[C@H](CC(=O)N3CCOCC3)C(=O)N(Cc3ccccc3)C1=C[C@H](C(C)C)O[C@@H]2C1CC1 | -1 | . | . | -9 | -0.2 | . | 9 | 1.2
CC1(C)Cc2cccc(OCC(=O)OCc3nnc(-c4ccc([N+](=O)[O-])cc4)o3)c2O1 | 2 | -3 | 8 | -11 | 0.1 | -6 | -4 | -2.8
CCOC1=C2CN(S(=O)(=O)c3ccc(C)cc3)[C@H](c3ccccc3)C[C@@H]2N(S(=O)(=O)c2ccc(C)cc2)[C@H](c2cccs2)C1 | -6 | 1 | . | -9 | 0.0 | 0 | 1 | -2.0
Cc1cc(C)c(C)c(C(=O)c2ccccc2C(=O)O)c1C | -2 | . | -10 | -8 | 0.0 | . | 2 | 1.2
Cc1c(C(=O)Nc2cccc(-c3nnc4n3CCCCC4)c2)oc2ccccc12 | . | -7 | -2 | . | 0.0 | . | -32 | .
O=C(Nc1ccc2oc(=O)ccc2c1)c1ccc(-c2cccc([N+](=O)[O-])c2)o1 | -2 | 10 | . | 2 | -0.1 | . | 7 | -3.2
Cc1ccccc1S(=O)(=O)N(C)C[C@@H]1OCc2cnnn2CCCC(=O)N([C@@H](C)CO)C[C@@H]1C | 2&0 | -6&-1 | -2 | 5&4 | 0.1&-0.4 | 7&5&2 | -2&-11 | 3.0&-0.6&3.4
CC(CC(=O)N1CCN(c2ccccc2)CC1)S(=O)(=O)c1ccc2c(c1)NC(=O)CO2 (stereo not given) | 2 | -13 | -35 | -6 | 0.1 | 0 | -10 | -3.7
CC(C)NC(=O)Nc1ccc2c(c1)C(=O)N([C@H](C)CO)C[C@@H](C)[C@@H](CN(C)C(=O)NC(C)C)O2 | -1 | -7 | -13 | 0 | -0.3 | -1 | 23 | -1.3
O=C1NC(CCc2ccccc2)C(=O)N1Cc1cccc2ccccc12 (stereo not given) | -4 | . | -6 | -13 | 0.0 | . | -25 | 0.5
COc1ccc(/C=N/NC(=O)c2ccccc2NC(=O)c2ccco2)c(OC)c1 | 6 | . | -7 | -1 | 0.0 | -1 | 6 | 0.6
Cc1cc(=O)[nH]c(Nc2ccc(Cl)cc2)n1 | 0 | -9 | 1 | -5 | 0.1 | 6 | 1 | -4.8
CC12CCC(c3c(C(=O)N4CCOCC4)nn(-c4ccccc4)c31)C2(C)C (stereo not given) | 0 | . | . | -4 | 0.0 | . | 2 | -0.3
N#Cc1nc(-c2cccc3ccccc23)oc1NCC1CCCO1 (stereo not given) | -16 | -2 | . | 4 | 0.1 | . | 35 | -4.2
O=C([C@H]1N[C@H]2c3ccc(C4=CCCC4)c(=O)n3C[C@H]2[C@@H]1CO)N1CCc2ccccc2C1 | -1 | -6 | 3 | -26 | 0.0 | 4 | 11 | 0.9
CC(C)(C)OC(=O)NC1CNNC1=O (stereo not given) | 1 | 3 | -4 | -17 | -0.1 | -9 | 8 | -0.9
Cn1cc(CNCc2ccc(OC(F)(F)F)cc2)c(-c2ccc3c(c2)OCCO3)n1 | -1 | -22 | 1 | -35 | -0.2 | -10 | -57 | 2.6
C[C@H](CO)N1C[C@H](C)[C@@H](CN(C)C)Oc2c(NS(=O)(=O)c3ccccc3)cccc2C1=O | 1&0 | -1&4 | -5&1 | 6&-53 | -0.5&0.1 | -4&8 | -3 | 1.0&-1.8
CCOc1ccc(S(=O)(=O)Nc2cccc(C(=O)NCCCn3ccnc3)c2)cc1 | -1 | 0 | 14 | 32 | 0.0 | 4 | 17 | 1.0

Single records (already shown). Screens in order: ERAP1 HTS inh	RAD54 branch	ARNT TACC3 PPI	RAD52 inh	Xi reactivation	esBAF inh	INS-1E GSIS act	F508del corr
Record of O=C(Nc1ccc2oc(=O)ccc2c1)c1ccc(-c2cccc([N+](=O)[O-])c2)o1 → -2	10	.	2	-0.1	.	7	-3.2
Record of Cc1ccccc1-c1ccc([C@H]2[C@H]3CN(C(=O)Cc4ccccn4)CC(=O)N3[C@H]2CO)cc1 → -2	.	.	-6	0.1	.	2	0.2
Record of O=C1NC(CCc2ccccc2)C(=O)N1Cc1cccc2ccccc12 (stereo not given) → -4	.	-6	-13	0.0	.	-25	0.5
Record of Cc1ccc2nc(SC(C)C(=O)NC3CCCC3)[nH]c2c1 (stereo not given) → -1	-4	2	-2	0.1	-1	18	4.1
Record of N#Cc1nc(-c2cccc3ccccc23)oc1NCC1CCCO1 (stereo not given) → -16	-2	.	4	0.1	.	35	-4.2

Following part
SMILES | ERAP1 HTS inh | RAD54 branch | ARNT TACC3 PPI | RAD52 inh | Xi reactivation | esBAF inh | INS-1E GSIS act | F508del corr
CSc1cccc(NC(=O)COC(=O)C2CCN(S(=O)(=O)c3ccccc3)CC2)c1 | 3 | 9 | 2 | -7 | 0.2 | -4 | -7 | -0.4
CCN(C[C@@H]1N[C@H](CO)[C@H]1c1ccc(-c2cccc(F)c2)cc1)C(=O)COC | -1 | 4 | -10 | -36 | -0.1 | -17 | -3 | -4.7
C[C@@H]1CN([C@H](C)CO)C(=O)c2cc(NC(=O)CCCCCC(=O)Nc3ccccc3N)ccc2O[C@@H]1CN(C)S(=O)(=O)c1cccs1 | 4 | . | . | -49 | 0.0 | . | 9 | -2.4
Cc1ccc(C)c(OCCC(=O)OCC(=O)NC2CCCC2)c1 | -5 | 6 | -3 | -14 | -0.1 | . | 4 | -2.1
COc1ccc(CC(=O)NNc2ncnc3c2cnn3-c2ccc(C)cc2)cc1 | . | 5 | 0 | . | 0.0 | . | 10 | .
CC(=O)Nc1ccc(/C=C/c2nc3ccccc3[nH]c2=O)cc1 | -4 | -1 | -14 | -40 | -0.1 | 20 | 3 | 3.3
Cc1cc(/C=C2/NC(=O)NC2=O)c(C)n1-c1ccc(C#N)cc1 | -4 | . | 1 | -4 | 0.0 | . | -12 | 2.0
CN(C)CCNC(=O)Nc1ccc(F)cc1F | -3 | 7 | -1 | -4 | 0.1 | 4 | 9 | -1.0
Cc1ccc(S(=O)(=O)N2CCN(C(=O)C(O)c3ccccc3)CC2)cc1 (stereo not given) | 0 | . | . | -2 | 0.4 | . | . | -0.6
C/C=C/c1ccc([C@H]2[C@H](CO)N3CCCCN(C(=O)Nc4cc(F)ccc4F)C[C@@H]23)cc1 | -4 | 5 | 9 | 1 | 0.0 | 0 | -31 | 1.6
NC(=O)COc1ccc(S(=O)(=O)N2CCCC2)cc1 | 4 | -5 | . | -15 | 0.0 | -1 | -6 | -1.1
CCc1ccccc1NC(=O)c1cnn(-c2ccccc2)c1C | 0 | 8 | -6 | -5 | 0.0 | 23 | 3 | 0.9
CN(C)S(=O)(=O)c1ccc(C(=O)NCC2CC2(Cl)Cl)cc1 (stereo not given) | 4 | . | -2 | 0 | 0.0 | -6 | 6 | 0.5
COc1cccc(C(=O)NCC(=O)N/N=C(C)\C=C\c2ccccc2)c1 | 9 | . | 30 | -17 | 0.0 | . | -21 | .
C=CCOc1ccc(CNCc2cccnc2)cc1 | 0 | -1 | -3 | -7 | 0.1 | -6 | -5 | 2.7

Screening data as filed in PubChem.

Hits appear at their usual frequency (roughly 3.3% active in at least one column).
